Source: PubChem
SNCA expr inhib: inhibitors of alpha-synuclein (SNCA) gene expression; actives 0.17% (n = 140,000); Potency, µM (series often up to 57.2 µM), for the others: at the highest dose activity change, negative = inhibition, actives largely listed as inhibitors; HEK-293 SNCA-luciferase knock-in, luminescence, 24 h;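 note: potency is the fitted concentration of half-maximal effect; plate controls were DMSO cells for no effect and cell-free wells for full effect; nearly all actives have a fitted effect of over 45% in size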
GPT2 inh: inhibitors of human GPT2 alanine aminotransferase. Q8TD30. Recombinant GPT2, coupled pyruvate oxidase/HRP Amplex Red fluorescence. Potency, µM (titrated, usually from 57.7 µM), for the others: top-dose activity change, negative = inhibition, actives largely listed as inhibitors. actives 0.25% (n = 100,000); note: potency is the fitted concentration of half-maximal effect; nearly all actives have a fitted effect of over 60% in size; many of its hits are not listed in these tables
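Fluorescence of coupled pyruvate oxidase/HRP/Amplex Red system (50uM Amplex, 30 min, dark) reports pyruvate formed by GPT2. Enzyme reaction: 10ng/uL GPT2, 2mM L-alanine, 250uM a-KG, 30 min room temperature, pH 7.5; 50uM AOA control.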
SNCA viab count: cell viability loss counter-screen | HEK-293-SNCA-luc viability, GF-AFC fluorescence, 24 h | Potency, µM (top dose mostly 57.1 µM), for inactives: top-dose activity change, negative = cytotoxicity, hits mostly cytotoxic | actives 0.12% (n = 150,000);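 note: potency is the fitted concentration of half-maximal effect; 0% = DMSO-treated cells and -100% = medium-only wells without cells; nearly all actives have a fitted effect of over 30% in size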
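Cytotoxicity counterscreen: after 24 h compound treatment of genome-edited SNCA-luciferase HEK-293 cells, live-cell protease substrate GF-AFC read by fluorescence after 30 min; activity scaled between DMSO (0%) and medium-only (-100%), curves Hill-fitted.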
HEK293 tox: kills HEK 293 cells | HEK 293 viability, ATP luminescence (CellTiter-Glo), 48-72 h | Potency, µM (top dose mostly 115 µM), for inactives: at the highest dose activity change, negative = cytotoxicity, usual class: inhibitors | actives 6.6% (n = 94,000); note: potency is the fitted concentration of half-maximal effect; nearly all actives have a fitted effect of over 60% in size
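250 HEK 293 cells/well; compound by pintool; incubated 48 or 72 hr at 37 degree Celsius; CellTiter-Glo added, 10 min RT, luminescence imaged.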
NIH3T3 tox: cytotoxic compounds in NIH 3T3 cells | Potency, µM (doses to about 96.7 µM), inactives show at the highest dose activity change, negative = cytotoxicity, hits mostly inhibitors | actives 4.3% (n = 94,000) | NIH 3T3 viability, CellTiter-Glo ATP luminescence, 48-72 h; note: potency is the fitted concentration of half-maximal effect; nearly all actives have a fitted effect of over 55% in size
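Cells were seeded at 400 per well, treated with pin-transferred compound, and kept 48 or 72 hr at 37 °C before CellTiter-Glo addition and luminescence imaging of cellular ATP.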
IP6K1 inhibitor: blocks human inositol hexakisphosphate kinase 1; activity change, % (series mostly up to about 58 µM); actives 0.81% (n = 140,000); Q92551; IP6K1 kinase, ADP-Glo luminescence, 2 h; stronger effect = lower value; AID 1645851; in the data active = activity change below about -25%
Target sequence (Q92551 whole entry, looked up): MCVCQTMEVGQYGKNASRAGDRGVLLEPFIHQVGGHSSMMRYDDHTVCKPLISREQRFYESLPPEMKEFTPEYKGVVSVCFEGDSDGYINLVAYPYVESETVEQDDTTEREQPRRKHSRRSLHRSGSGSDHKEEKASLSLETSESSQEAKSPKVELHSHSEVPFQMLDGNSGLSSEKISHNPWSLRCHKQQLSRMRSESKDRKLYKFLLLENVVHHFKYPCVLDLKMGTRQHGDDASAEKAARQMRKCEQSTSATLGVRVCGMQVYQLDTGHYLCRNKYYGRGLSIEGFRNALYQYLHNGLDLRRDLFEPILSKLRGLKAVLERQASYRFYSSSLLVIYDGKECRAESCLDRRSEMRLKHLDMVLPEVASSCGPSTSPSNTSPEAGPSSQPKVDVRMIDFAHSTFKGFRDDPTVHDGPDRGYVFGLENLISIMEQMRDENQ
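ADP-Glo luminescence measures ADP made by human IP6K1 during a 2 h RT reaction with ATP/IP6 (mix at 1.3 mM/130 uM); top library doses 57.5 and 19.1 uM final.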
Luciferase inh: Photinus pyralis luciferase inhibition. P08659. purified P. pyralis luciferase, luminescence, biochemical. Potency, µM (doses to about 115 µM), for the others: top-dose activity change, negative = inhibition, most hits filed as inhibitors. actives 2.5% (n = 76,000); note: potency is the fitted concentration of half-maximal effect; nearly all actives have a fitted effect of over 65% in size
Target sequence (P08659 whole entry, looked up): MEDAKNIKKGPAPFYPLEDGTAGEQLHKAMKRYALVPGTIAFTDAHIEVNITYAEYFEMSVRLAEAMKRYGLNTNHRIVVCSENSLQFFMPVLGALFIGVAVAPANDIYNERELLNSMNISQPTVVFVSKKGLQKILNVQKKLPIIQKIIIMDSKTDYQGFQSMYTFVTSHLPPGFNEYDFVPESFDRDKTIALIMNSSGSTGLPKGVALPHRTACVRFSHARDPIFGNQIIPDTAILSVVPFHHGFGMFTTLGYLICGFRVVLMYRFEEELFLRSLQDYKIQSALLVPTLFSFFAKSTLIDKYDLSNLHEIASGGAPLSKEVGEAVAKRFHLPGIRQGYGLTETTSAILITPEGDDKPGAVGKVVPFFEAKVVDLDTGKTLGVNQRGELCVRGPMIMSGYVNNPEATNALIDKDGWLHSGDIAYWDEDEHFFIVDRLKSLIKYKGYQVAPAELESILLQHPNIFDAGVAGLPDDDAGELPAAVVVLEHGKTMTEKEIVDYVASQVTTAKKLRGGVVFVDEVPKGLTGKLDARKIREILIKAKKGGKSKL
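Purified 10nM P. pyralis luciferase with 10uM D-luciferin and 10uM ATP in 50mM Tris acetate pH 7.5, 10mM Mg acetate, 0.01% Tween-20, 0.05% BSA. qHTS titration; luminescence read by CCD imager.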
* marks the source's active call; other numbers are inactive results; i = inactive; ? = inconclusive; / = not tested or not shown; & = joins results of further samples; [ ] = dose if it differs, or a comment. Unless noted, calls come from the whole dose curve; as a rule, active = well fitted curve in the direction sought with a large enough effect; inconclusive = small, poorly fitted or top-dose-only effect, or another doubt; inactive = no such curve, though single readings can be large; an effect the other way counts as inactive or inconclusive. Unless noted, % is set by controls: 0 for no effect and ±100 for the full control effect. An excerpt, so the mix of outcomes need not match the whole.

SMILES	SNCA expr inhib	GPT2 inh	SNCA viab count	HEK293 tox	NIH3T3 tox	IP6K1 inhibitor	Luciferase inh
CCN1CC[C@H]2COC(=O)N2c2ccc(OC)cc2C1	4%[87.6 µM]	i	-2%[87.6 µM]	-7%[230 µM]	4%[230 µM]	-17	-2%[230 µM]
Cc1cc(O)c(CN2CCN(c3ccccc3)CC2)c2oc(=O)cc(C)c12	-3%	/	-3%	/	/	2	/
CCn1c(NCc2cccc(Cl)c2)nc2ccccc21	24%	/	-8%	/	/	-8	/
COc1ccccc1C(=O)N1CC[C@@H]2CN(S(C)(=O)=O)[C@@H]2C1	6%	3%	-11%[12.5 µM]	-36%	?	-8	-15%
COc1ccc(CCC(=O)N2CCCC(Cn3c(C)cnc3-c3ccncc3)C2)cc1 (stereo not drawn)	17%	i	2%	-5%	-21%	15	/
COc1ccc(CNCCCSc2nnnn2-c2ccccc2)cc1	7%	/	3%	/	/	19	/
COc1cccc(C(=O)N2CCC[C@H]2c2nc(-c3ccccc3)no2)c1	-6%	-15%	-4%	?	-16%	0	-3%
O=C(N[C@H]1CCN2C(=O)c3cc(-c4ccc(F)cc4F)ccc3NC(=O)[C@H]12)C1CCCC1	10%	-16%	-10%	?	-28%	0	?
Cc1cccc(NC(=O)c2cc(S(=O)(=O)NCc3ccc4c(c3)OCO4)ccc2F)c1C	8%	/	5%	/	/	13	/
COc1cccc(C(=O)N2CCC3(CC2)CCC(O)(CN(C)C)CC3)c1	-8%	i	-2%	2%	-11%	-4	/
CC1CCCN(C(=O)Cn2ccn3nc4c(c3c2=O)CCCC4)C1 (stereo not drawn)	-19%	i	-4%	?	-9%	13	-7%
O=C1OCC2(CCN(Cc3c[nH]c4ccccc34)C2)N1Cc1ccccc1 (stereo not drawn)	-16%[87.6 µM]	i	0%[87.6 µM]	?	89µM*	3	-11%[172 µM]
COc1cc(OC)c(C(=O)NCc2nc(-c3ccccc3)no2)cc1OC	2%	/	10%	/	/	-14	/
CC(C)CCNC(=O)C1CCN(C(=O)c2ncn3c2COC(c2ccc(F)cc2)C3)CC1 (stereo not drawn)	10%	-23%	4%	-1%	-15%	15	?
COC(=O)c1cc(OC)cc(OC)c1C(=O)c1c(OC)cc2c(c1O)C1CCCC(C)(O2)O1 (stereo not drawn)	/	i	-3%[23.9 µM]	/	/	-3	/
O=C1CCN(S(=O)(=O)c2ccccc2)CCCC(C(=O)NCCc2c[nH]c3ccccc23)CCN1 (stereo not drawn)	-5%	-19%	-5%	-37%	-23%	9	2%
COc1ccc(-c2noc([C@@H]3CCCN3C(=O)Cc3ccc(F)cc3)n2)cc1OC	6%	i	-16%	?	?	4	-10%
O=C(c1cccc(F)c1)N1CCC2(CC1)N(CC1CC1)C(=O)CS2=O (stereo not drawn)	0%	i	1%	-15%	-5%	-9	-6%
CN(C(=O)c1ccccc1)C1CCOc2ccccc21 (stereo not drawn)	38%[activator][87.6 µM]	?	14%[87.6 µM]	-13%[172 µM]	-15%[138 µM]	-9	-21%[172 µM]
Cc1ccc2c(C(=O)NCc3ccc(Cl)nc3)cnn2c1	16%[87.6 µM]	2%[88.5 µM]	15%[87.6 µM]	-4%[172 µM]	-23%[138 µM]	-4	-7%[172 µM]
O=C(Cc1cccc(Cl)c1)N1CCC(n2cc(-c3nc(-c4ccccc4)no3)nn2)CC1	99%[activator]	-14%	-9%	-12%	-16%	7	-19%
CC(=O)Nc1nonc1-c1nnc(SCC(=O)Nc2cc(C)cc(C)c2)n1-c1ccccc1	-3%	/	3%	/	/	-2	/
CC(=O)NCC(=O)N1CCC2(COc3ncccc3[S+](=O)([O-])N2)C1 (stereo not drawn)	-11%	-14%	-3%	-4%	i	12	/
CC(=O)N1CCN(c2ncnc3c2CN(c2ccccc2F)C(=O)CN3C)CC1	7%	-24%	2%	i	-4%	-6	-9%
O=C1CCCc2c(O)cccc21	46%[25.6 µM]	i	2%[23.9 µM]	/	/	-21	/
COc1ccc(N2CCN(C(=O)C3CCCN(S(=O)(=O)c4ccc5c(c4)CCCN5C(C)=O)C3)CC2)cc1 (stereo not drawn)	-6%	/	-3%	/	/	16	/
O=C(NCc1ccccc1)c1nc2sccn2c1-c1cccnc1	?	i	?	-11%[172 µM]	?	-5	/
CC1(C)CN(Cc2cn(Cc3ccccc3)nc2-c2cc3ccccc3o2)CCO1	-19%	?	-14%	?	?	-2	-6%
CN(C)C(=O)N1CCc2nc(-c3ccccc3)nc(-c3ccc(Cl)cc3)c2C1	-5%	i	-9%	?	-36%	-2	-7%
CCN(CC)C(=O)CC[C@H]1CNC(=O)[C@H]2NCC[C@H]2N1C	48%[activator][87.6 µM]	-20%[88.5 µM]	5%[87.6 µM]	i	i	4	3%[172 µM]
COc1ccccc1-c1cnc(NCc2ccccc2)c2c1CCO2	127%[activator][87.6 µM]	?	0%[87.6 µM]	?	25µM*	-22	-8%[172 µM]
CCn1cc(-c2ccccc2)cc1C(=O)NC(C)c1cccnc1 (stereo not drawn)	?	-10%	?	?	?	-1	-8%
COc1ccc2c(Sc3ccccc3)c(C(=O)NCC(C)c3ccccc3)[nH]c2c1 (stereo not drawn)	45%[activator]	/	1%	/	/	-3	/
CSc1ccc(-c2noc(-c3nnn4c3COC(c3ccc(F)cc3)C4)n2)cc1 (stereo not drawn)	18%	i	0%	6%	i	8	12%
CC(=O)c1cccc(NC(=O)CSc2nc(=O)n(Cc3cccnc3)c3c2CCC3)c1	-6%	/	-1%	/	/	-10	/
NC1=NC(c2cc(F)cc(F)c2)n2c(nc3ccccc32)N1 (stereo not drawn)	-3%	/	-17%	/	/	9	/
CN1[C@@H](CCC(=O)NCc2cccs2)CNC(=O)[C@@H]2[C@H]1CCN2Cc1cccs1	-14%[87.6 µM]	?	5%[87.6 µM]	-15%[172 µM]	-19%[174 µM]	28	6%[172 µM]
CC(C)N1C(=O)CO[C@H]2CCN(Cc3cccs3)CC[C@@H]21	-12%[87.6 µM]	-1%[88.5 µM]	4%[87.6 µM]	-26%[172 µM]	?	3	0%[172 µM]
CCCCC(=O)N1CCC(N(Cc2ccccc2)C2CCOCC2)CC1	2%	i	6%	?	-20%	-2	4%
COCCNc1ncccc1-c1noc([C@@H]2CCCN2Cc2cccc(C#N)c2)n1	-17%[87.6 µM]	-5%[88.5 µM]	-8%[87.6 µM]	71µM*	?	11	11%[172 µM]
COc1ccccc1-c1cccc(C(=O)N2CCC[C@H]2C(=O)NCC2CC2)c1	-20%[87.6 µM]	i	-4%[12.5 µM]	?	-19%[138 µM]	7	/
O=C(Nc1ccc2c(c1)OCCO2)N1CC2(CCCCC2)CC1COc1ccncc1 (stereo not drawn)	35%[activator]	i	0%	-2%	-27%	20	/
COCCN1C(=O)c2ccccc2C(C(=O)NCc2ccc(OC)cc2)C12CCCC2 (stereo not drawn)	-14%	-4%	-10%	-11%	-4%	2	2%
COCCNc1nc2c([S+](=O)([O-])c3ccncc3)nnn2c2ccccc12	14%	i	2%	-3%	-5%	7	/
COc1ccc(Cn2c(SCC(N)=O)nc3c(sc4ccccc43)c2=O)cc1	7%	/	-22%	/	/	4	/
CCOC(CN1CCN(CC(C)C(=O)c2ccccc2)CC1)c1ccccc1 (stereo not drawn)	15%[17 µM]	?	-6%	/	/	-5&2	/
CCOC(=O)C1CCCN(S(=O)(=O)c2csc(C(N)=O)c2)C1 (stereo not drawn)	-21%	/	3%	/	/	-8	/
CN(Cc1csc(-c2ccccc2)n1)C(=O)c1ccc2nccn2c1	11%	0%	-12%	?	-37%	4	-10%

Taken from above:
Under HEK293 tox, CC(C)N1C(=O)CO[C@H]2CCN(Cc3cccs3)CC[C@@H]21 shows -26%[172 µM]
Under Luciferase inh, COCCN1C(=O)c2ccccc2C(C(=O)NCc2ccc(OC)cc2)C12CCCC2 (stereo not drawn) shows 2%
Under SNCA viab count, CCCCC(=O)N1CCC(N(Cc2ccccc2)C2CCOCC2)CC1 shows 6%
Under SNCA expr inhib, CCOC(=O)C1CCCN(S(=O)(=O)c2csc(C(N)=O)c2)C1 (stereo not drawn) shows -21%

Some of these compounds in order of count of non-hydrogen atoms, lowest first.
SMILES	SNCA expr inhib	GPT2 inh	SNCA viab count	HEK293 tox	NIH3T3 tox	IP6K1 inhibitor	Luciferase inh
CCCCC(=O)N1CCC(N(Cc2ccccc2)C2CCOCC2)CC1	2%	i	6%	?	-20%	-2	4%
COCCNc1nc2c([S+](=O)([O-])c3ccncc3)nnn2c2ccccc12	14%	i	2%	-3%	-5%	7	/
CN1[C@@H](CCC(=O)NCc2cccs2)CNC(=O)[C@@H]2[C@H]1CCN2Cc1cccs1	-14%[87.6 µM]	?	5%[87.6 µM]	-15%[172 µM]	-19%[174 µM]	28	6%[172 µM]

Following part
SMILES	SNCA expr inhib	GPT2 inh	SNCA viab count	HEK293 tox	NIH3T3 tox	IP6K1 inhibitor	Luciferase inh
Cc1cc(C)cc(C(=O)N2CCC(Cc3nc(-c4cnccn4)no3)CC2)c1	-16%	-1%	3%	1%	-14%	4	0%
COc1ccc(Oc2nc3c(c(=O)n(C)c(=O)n3C)n2Cc2ccc(Cl)cc2Cl)cc1	25%	/	16%	/	/	4	/
CCOC(=O)c1ccc2[nH]c(CSc3nnc(-c4cccc(F)c4)n3C)cc(=O)c2c1	48%[activator]	/	3%	/	/	-5	/
Cc1nc(CN2CCOC3(CCN([S+](=O)([O-])c4ccc(C#N)cc4)CC3)C2=O)cs1	2%	3%	0%	-22%	?	3	-1%
COCCCn1c(=O)c(C(=O)NCc2ccccc2Cl)nc2cccnc21	-3%	-8%	2%	-24%	-30%	20	/
COCCCNC(=O)Cn1nc2c(cc1=O)CCCC2	-1%	i	4%	i	i	8	-2%
COc1ccc(Cn2c(=O)c(C(=O)NCCSC)nc3cccnc32)cc1	49%[activator]	1%	-7%	-8%	-23%	7	/
C/C(=C\CC[C@@H](C)[C@H]1CC(O)[C@@]2(C)C3CC[C@H]4C(C)(C)[C@@H](OC5OCC(O)C(O)C5OC5OC(CO)C(O)C(O)C5O)CC[C@@]45C[C@@]35CC(O)[C@]12C)C(=O)O (stereo partly drawn)	/	i	-7%[23.9 µM]	/	/	6	/
COC(=O)[C@@H]1Cc2c([nH]c3ccccc23)[C@H]2C[C@@H](NCCO)C[C@@H](c3ccccc3)N21	-8%[87.6 µM]	2%[88.5 µM]	-16%[87.6 µM]	40µM*	32µM*	-10	?
CC1=C(c2ccc(C(C)C)cc2)S(=O)(=O)N=C1N1CCC(C(=O)NCc2ccco2)CC1	20%	/	-2%	/	/	-17	/
Cc1ccc(CCNC(=O)C2CCCN(c3nnc(C)c4c(C)n(-c5ccccc5)nc34)C2)cc1 (stereo not drawn)	?	/	-26%	/	/	0	/
COCCCNC(=O)C1(CCO)CCN(c2ncccn2)C1 (stereo not drawn)	-19%	i	-4%	-11%	-12%	-2	-10%
CNC(=O)[C@@H]1C[C@H](Oc2cccnc2)CN1C(=O)c1cc(-c2ccc(F)cc2)n[nH]1	-24%	i	-9%	i	-1%	0	-12%
COCCCNc1ncnc2c1CN(C1CCCC1)C(=O)CN2C	1%	-9%	-1%	0%	-15%	8	/
